Assay outcomes from PubChem.
M1 ag – activates human CHRM1 receptor. 360,000 compounds, 0.33% hits. CHO-K1 hM1, Fluo-8 calcium fluorescence, agonist mode; 0% DMSO, 100% acetylcholine EC100. AID 588814. activation, % at 3 µM;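 active = activation above the run's mean compound activation plus 3 SD, cut at about 16% in these data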;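 note: peak over basal fluorescence ratio within a 140 s kinetic read after compound addition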
Target sequence (P11229 whole entry, looked up): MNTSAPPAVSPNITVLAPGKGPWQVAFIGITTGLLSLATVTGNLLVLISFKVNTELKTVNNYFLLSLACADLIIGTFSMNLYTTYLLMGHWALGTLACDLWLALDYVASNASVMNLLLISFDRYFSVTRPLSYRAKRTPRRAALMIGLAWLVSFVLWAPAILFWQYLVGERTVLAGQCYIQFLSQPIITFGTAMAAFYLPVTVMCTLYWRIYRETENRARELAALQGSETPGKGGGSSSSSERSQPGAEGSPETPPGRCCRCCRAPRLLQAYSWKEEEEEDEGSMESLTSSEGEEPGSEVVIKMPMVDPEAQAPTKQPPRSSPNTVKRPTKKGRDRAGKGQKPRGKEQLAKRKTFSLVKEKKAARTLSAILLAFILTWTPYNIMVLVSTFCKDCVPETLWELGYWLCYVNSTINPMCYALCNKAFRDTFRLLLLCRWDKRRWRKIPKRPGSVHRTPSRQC
CHO-K1 Ca antag – nonselective inhibitor or artifact in parental CHO-K1 cells | inhibition, % at 3 µM | ATP-induced calcium, Fluo-8 fluorescence | 360,000 compounds, 0.6% hits;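 active = inhibition above a per-plate cutoff, the plate's mean sample inhibition plus 3 SD, cut at about 24% in these data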;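 note: 0% = DMSO plus EC80 ATP and 100% = DMSO alone without ATP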
M1 ag parental – M1 agonist counterscreen hit in parental CHO-K1 cells | Fluo-8 calcium fluorescence; scaled to maximal ATP response, vehicle zero | activation, % at 3 µM | 360,000 compounds, 0.48% hits; in the data active = activation above about 15%;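 note: untransfected CHO-K1 host cells lacking M1 receptor as counterscreen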
CHO-K1 Ca PAM – nonselective activator or artifact in parental CHO-K1 calcium assay. ATP EC20, Fluo-8 calcium fluorescence; 0% at ATP EC20, 100% at ATP max. 360,000 compounds, 0.02% hits. activation, % at 3 µM. AID 602247;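 active = activation above the run cutoff, the mean activation of all test compounds plus 3 SD, cut at about 40% in these data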;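 note: peak over basal fluorescence ratio in a 140 s read after ATP addition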
M1 antag – human CHRM1 antagonism | P11229 | CHO-K1 hM1, Fluo-8 calcium fluorescence, ACh EC80 antagonist | inhibition, % at 3 µM | 360,000 compounds, 1.3% hits;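 active = percent inhibition above its own plate's cutoff, namely the mean of that plate's compound wells plus 3 SD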;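 note: peak over basal fluorescence ratio during 140 s after agonist addition; 0% = ACh EC80 plus DMSO and 100% = DMSO alone without agonist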
CHO parental Ca – counter-screen: ATP calcium response change in parental CHO cells | parental CHO-K1, ATP-induced calcium, Fluo-8 fluorescence | inhibition, % at 5.6 µM | 330,000 compounds, 0.63% hits | AID 463079;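 active = inhibition above that plate's mean sample inhibition plus 3 SD, cut at about 26% in these data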;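 note: 0% = ATP-challenged DMSO wells and 100% = DMSO wells without ATP; some compounds past the cut are filed as inactive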
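Assay system: parental CHO cells; Read-out basis: percent inhibition of ATP-evoked calcium rise, normalized to controls; Benchmarks: ATP and no-ATP DMSO wells; Compound dosing: single nominal dose of 5.6 µM per compound; Signal: Fluo-8 calcium dye fluorescence; Also added: ATP as calcium-mobilizing challenge; Repeats: singlicate.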
TAAR1 antagonist – human TAAR1 antagonism; inhibition, % at 3 µM; CHO RD-HGA16 TAAR1, Fluo-8 calcium fluorescence, antagonist; AID 624466; Q96RJ0; 360,000 compounds, 1.5% hits;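 active = inhibition above a per-plate cutoff, the mean inhibition of test compounds on that plate plus 3 SD, cut at about 49% in these data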;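 note: 0% = DMSO plus EC80 beta-PEA response and 100% = DMSO alone without agonist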
Target sequence (Q96RJ0 whole entry, looked up): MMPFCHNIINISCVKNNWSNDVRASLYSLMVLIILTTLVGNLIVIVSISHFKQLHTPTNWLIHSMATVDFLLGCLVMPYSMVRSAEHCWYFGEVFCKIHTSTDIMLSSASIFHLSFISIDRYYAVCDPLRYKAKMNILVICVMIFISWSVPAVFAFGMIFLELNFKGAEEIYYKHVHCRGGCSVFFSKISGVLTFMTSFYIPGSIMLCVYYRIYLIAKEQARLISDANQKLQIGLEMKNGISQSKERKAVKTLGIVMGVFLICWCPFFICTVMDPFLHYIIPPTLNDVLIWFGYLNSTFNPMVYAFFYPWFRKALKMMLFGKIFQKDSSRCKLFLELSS
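System: RD-HGA16 CHO cells with stable hTAAR1 and Gα16 | Probe or stimulus: EC80 β-phenethylamine stimulus | Dosing: 3 µM, single point | Times: Dye loading 75 min at 37 °C, then 30 min room temperature | Measured by: Fluo-8 calcium-sensitive fluorescence | Read-out basis: % inhibition of agonist calcium response | Replicates: n of 1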
TAAR1 agonist – human TAAR1 agonism. CHO RD-HGA16 TAAR1, Fluo-8 calcium fluorescence; vehicle wells 0%, saturating PEA agonist 100%. activation, % at 3 µM. 360,000 compounds, 0.99% hits. AID 624467;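 active = activation above the mean activation of all test compounds in the run plus 3 SD, cut at about 38% in these data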
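Signal – calcium-sensitive Fluo-8 signal, excitation 470-495, emission 515-575 nm · System – RD-HGA16 (CHO) cells co-expressing Gα16 and hTAAR1 · Incubation – 17-24 h seeding, 75 min 37 °C dye, 30 min RT · Compound dosing – 3 µM single concentration · Repeats – no replicates (n 1)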
CHRM1 PAM – human CHRM1 positive allosteric modulation. P11229. CHO-K1 hM1, Fluo-8 calcium fluorescence, ACh EC20; 0% = ACh EC20, 100% = maximal ACh. activation, % at 3 µM. 360,000 compounds, 0.088% hits. AID 588819; in the data active = activation above about 19%, passing the limit was not always enough
Numbers without * were called inactive; x = not tested or not shown. Not a hit list; overall some 4.4% were active at least once.

Start of the data: the first four records as a preview:
SMILES	M1 ag	CHO-K1 Ca antag	M1 ag parental	CHO-K1 Ca PAM	M1 antag	CHO parental Ca	TAAR1 antagonist	TAAR1 agonist	CHRM1 PAM
OCC1OCOC2C(CO)OCOC12 (stereo not given)	0	6	-0.1	3	-14	x	13	1	9
O=C(C1CC(c2ccccc2O)=NO1)N1CCCC1 (stereo not given)	-3	-15	1.1	28	-13	-11	-4	7	10
O=C(NC(=S)Nc1ccccc1N1CCOCC1)c1ccc([N+](=O)[O-])cc1	-2	12	0.1	9	1	-10	-7	0	2
CNC(=S)N/N=C/c1ccc2c(c1)OCCO2	2	21	-0.2	-13	6	-12	1	1	5

The list itself (from the top)
SMILES	M1 ag	CHO-K1 Ca antag	M1 ag parental	CHO-K1 Ca PAM	M1 antag	CHO parental Ca	TAAR1 antagonist	TAAR1 agonist	CHRM1 PAM
OCC1OCOC2C(CO)OCOC12 (stereo not given)	0	6	-0.1	3	-14	x	13	1	9
O=C(C1CC(c2ccccc2O)=NO1)N1CCCC1 (stereo not given)	-3	-15	1.1	28	-13	-11	-4	7	10
O=C(NC(=S)Nc1ccccc1N1CCOCC1)c1ccc([N+](=O)[O-])cc1	-2	12	0.1	9	1	-10	-7	0	2
CNC(=S)N/N=C/c1ccc2c(c1)OCCO2	2	21	-0.2	-13	6	-12	1	1	5
COC(=O)CN1C(=O)Nc2ccc(Br)cc2C1c1ccccc1Cl (stereo not given)	-7	-6	0.2	16	21	-31	x	x	-16
O=C(NCC1CCCO1)C1CCCN1C(=O)Nc1ccccc1[N+](=O)[O-] (stereo not given)	-4	-11	0.8	14	-9	2	-4	-1	7
CCOc1ccc(Br)cc1S(=O)(=O)Nc1ccc(NC(=O)c2ccccc2C)cc1	-6	0	3.3	16	5	7	-2	2	-5
O=S(=O)(NNc1nccc(C(F)(F)F)n1)c1cccc(Cl)c1Cl	-6	-10	1.4	13	-9	2	-14	4	3
O=C(CN1C(=O)NC2(CCc3ccccc32)C1=O)c1ccc(F)c(F)c1 (stereo not given)	-4	-4	1.1	0	-11	-18	-1	4	5
CN(C)S(=O)(=O)c1ccc(NC(=O)CN2CCN(c3ccccn3)CC2)cc1	-7	-15	2.7	1	-6	-14	-4	1	8
Cc1nn(CC(=O)NCC2CCCO2)c(=O)c2ccccc12 (stereo not given)	-1	-10	0.0	9	10	-5	-6	12	-1
Cc1cc(-c2ccc(C(C)C)c(S(=O)(=O)N3CCOc4ccccc43)c2)on1	-3	-21	1.1	15	7	-5	-28	4	-4
Cn1nc([N+](=O)[O-])nc1Sc1cccc2cccnc12	-4	-19	0.4	19	0	8	8	2	8
CC1CCc2c(sc(NC(=O)c3c([N+](=O)[O-])cnn3C)c2C(N)=O)C1 (stereo not given)	-2	8	0.3	-9	-2	x	-19	0	2
O=C1CC(c2ccccc2)CC(O)=C1C=NCCN1CCN(C(=O)Nc2ccccc2)CC1 (stereo not given)	-6	5	1.0	4	-8	-15	-3	9	1
O=C1C2ON(c3ccccc3)C(c3cccnc3)C2C(=O)N1Cc1ccccc1 (stereo not given)	-4	12	2.1	8	2	-15	18	10	-1
CCc1ccc(C(=O)COC(=O)c2cccs2)cc1	-4	0	0.3	13	-19	-12	-3	13	-4
COc1ccc(C(=O)N2CCN(c3ccc(NC(=O)c4cccnc4)cc3)CC2)cc1	-2	-2	2.1	4	-14	-10	-5	2	-3
Cc1ccc2c(c1)N(C(=O)CCC(=O)N1CCc3ccccc3C1)CCO2	-4	-1	1.0	-1	-1	-26	2	8	2
Cc1cc(NCCCN(C)C)n2nc(-c3cccs3)cc2n1	-3	-5	0.0	6	-43	-20	-9	0	0
c1ccc(CCNCCOc2ccccc2)cc1	6	6	15*	2	-21	-13	-8	25	12
O=S1(=O)CCC(N2CCOCC2)C1 (stereo not given)	-3	-5	0.4	11	-6	-3	6	14	9
O=C(COc1ccccc1Cl)Nc1ccc2[nH]c(=O)[nH]c2c1	-3	-1	1.0	-4	0	x	-17	2	2
COCCNc1ncnc2c1ncn2[C@H]1CN(Cc2ccncc2)C[C@@H](CO)O1	3	-8	0.5	16	-25	x	-33	1	21
O=C(c1ccccc1)c1ccc(C(=O)N2CCN(c3ccc(O)cc3)CC2)cc1	-2	-8	2.1	8	-5	2	-29	0	6
Nc1ncnc2c1ncn2CCN1CCOCC1	4	-5	0.8	18	-35	6	-5	10	8
O=C(Nc1cccc(Cl)c1)c1nc[nH]c1C(=O)NCCCNC(=O)c1[nH]cnc1C(=O)Nc1cccc(Cl)c1	5	-14	0.4	8	-10	-7	20	4	6
O=C(CSc1ccc(-c2ccc(Br)cc2)nn1)NC1CCCC1	0	-3	-0.2	1	6	-7	-9	6	12
Cc1cccc(NC(=O)c2nc[nH]c2C(=O)Nc2ccccc2F)c1	-4	-4	0.6	10	-12	x	0	3	3
CCC(Sc1nc2cc(OC)c(OC)cc2c(=O)n1Cc1ccco1)C(=O)NCCOC (stereo not given)	-3	4	0.2	-1	-3	-8	-1	8	-2
O=C(Nc1cc(C(F)(F)F)ccc1N1CCOCC1)c1ccccc1F	-2	-5	-0.1	7	1	-33	-2	24	0
O=C(CSc1cn[nH]n1)Nc1cccc(C(F)(F)F)c1	0	-8	0.9	4	-13	1	2	-2	11
CC1CN(C(=O)c2ccc3c(c2)OCO3)OC(c2ccccc2)O1 (stereo not given)	-2	0	0.0	8	2	-4	-2	7	-2
CCOC(=O)c1cc2sccc2n1CC(=O)Nc1ccc(OC)cc1OC	-5	-1	0.7	8	7	-24	-1	4	-4
O=C(NCc1ccc(Cl)cc1Cl)Nc1nc([C@@H]2O[C@H](CO)[C@@H](O)[C@H](O)[C@H]2O)cs1	-4	1	0.4	31	-19	x	-9	1	11
COc1cc(NC(=O)COC(=O)c2[nH]c(C)c(C(C)=O)c2C)cc(OC)c1	7	-3	0.7	-18	-4	-17	2	4	5
CCCCCCCCNC(=O)CCNC(=O)c1ccc(C(C)(C)C)cc1	0	-22	0.2	10	-8	-8	-7	9	18
CC(NCC(=O)Nc1ccccc1C(=O)NC1CC1)c1cccs1 (stereo not given)	-2	-8	0.2	3	-3	-17	14	2	-1
CC(C)(C)CC(=O)NCc1ccc(F)cc1	-3	-10	0.4	8	-11	2	7	0	5
O=C(COc1ccccc1Br)NC1CCCC1	-10	-13	1.2	16	-7	-11	1	3	3
CC(=O)C1C(c2ccc(Br)cc2)c2c(noc2C)CC1(C)O (stereo not given)	-8	-18	0.2	15	3	-3	-23	-1	-2
CC1=NNC(=O)C1CC(=O)N/N=C/C(C)=C/c1ccccc1 (stereo not given)	-6	7	0.0	-2	-4	-3	8	0	11
CCOCCSc1nc2c(c(-c3cccs3)c1C#N)CC/C2=C/c1cccs1	-6	0	0.9	13	-9	-15	-3	0	5
COc1ccc(-c2cc(C(=O)N/N=C/c3ccc4c(c3)OCO4)c3ccccc3n2)c(OC)c1	-5	-2	0.2	12	3	-19	-7	4	-1
O=C(CCc1ccccc1)NC(NC(=S)Nc1ccc(Cl)cc1)C(Cl)(Cl)Cl (stereo not given)	5	14	6.5	11	23*	41*	2	17	-10
CCC(=O)N1CCc2cc(S(=O)(=O)NCCC(=O)Nc3cc(C)cc(C)c3)ccc21	-1	-8	1.5	10	4	-18	-31	2	5
Cc1ccc(C2(C)NC(=O)N(CCOc3ccccc3)C2=O)cc1 (stereo not given)	-1	-14	1.1	4	1	-18	-9	16	3
O=C(Nc1ccccc1)c1ccc(NCCN2CCOCC2)c(S(=O)(=O)N2CCOCC2)c1	0	2	0.8	-4	-6	-9	-17	4	1
CCOC(=O)c1oc2ccccc2c1NC(=O)c1ccco1	-4	-4	1.0	-4	-10	5	9	0	4
O=C(CCS(=O)(=O)c1ccc2c(c1)NC(=O)CS2)NCCc1ccc(Cl)cc1	-1	-13	2.4	14	0	-22	-3	5	10
(list continues)
SMILES	M1 ag	CHO-K1 Ca antag	M1 ag parental	CHO-K1 Ca PAM	M1 antag	CHO parental Ca	TAAR1 antagonist	TAAR1 agonist	CHRM1 PAM
O=C(N1CCOCC1)N1CCC(c2nc(-c3ccc(S(=O)(=O)N4CCOCC4)cc3)no2)CC1	-5	-18	0.8	25	-5	-6	-8	6	4
CC1(C(=O)NCc2ccc(F)cc2)Oc2ccccc2NC1=O (stereo not given)	-6	3	0.5	-14	5	-8	-2	3	-2
Cc1scc(C(=O)N/N=C/c2ccc(OCC(C)C)cc2)c1C	-5	-3	0.6	13	8	-19	33	11	-6
CCn1c(SCC(=O)Nc2ccc(N3CCOCC3)cc2)nnc1C1CC1	-5	-11	0.3	4	3	-18	7	2	-3
COc1cc2c(cc1OC)C(c1ccccc1F)NCC2 (stereo not given)	-6	4	0.2	-21	5	6	5	-1	-1
Nc1nc2ccc(C(=O)N3CCCCC3)cc2s1	-1	-29	0.9	15	-13	4	3	0	13
Cc1nc(C(=O)NNC(=O)c2ccccc2)c(C(F)(F)F)o1	-2	-10	3.6	15	5	-5	-11	1	-1
COc1ccccc1CCC(=O)Nc1ccc(S(=O)(=O)Nc2nccs2)cc1	-4	-16	1.2	4	-14	-6	3	1	15
CCOc1ccc(CNC(=O)CCCC(=O)n2nc(C)c3ccccc32)cc1	-4	-19	-0.1	18	-4	-23	-39	1	5
CCc1cc2c(SCC(=O)Nc3ncc(Cl)c(C)c3Cl)ncnc2s1	-9	-7	0.8	21	3	-23	10	1	-8
CC(NC(=O)C1CCN(CCOc2ccc(Cl)cc2)CC1)c1cccc2ccccc12 (stereo not given)	7	-2	5.1	6	11	x	37	28	-6
Cc1ccc(N(CC(=O)NCc2ccco2)C(=O)CCC(=O)Nc2nccs2)cc1	0	-13	0.0	19	-28	-18	3	1	19
COc1ccc(Cc2nc3ccc(C(=O)N4CCCC4)cc3o2)cc1OC	2	-14	3.0	4	3	-15	-8	0	1
Cc1cccc(C)c1NC(=S)NNc1ncc(C(F)(F)F)cc1Cl	-1	-11	0.5	19	-28	-9	3	18	9
O=C(COC(=O)c1ccccc1O)Nc1ncc(Cl)cc1Cl	-4	-8	0.5	-10	0	-11	-26	-1	1
O=c1[nH]c2cc3c(cc2cc1C(c1nnnn1CC1CCCO1)N1CCCCCC1)OCCO3 (stereo not given)	-12	-14	0.3	18	-1	-19	13	10	-3
N#C/C(=C/c1ccc(OCc2ccc(C(=O)O)cc2)cc1)C(=O)Nc1ccccc1	-4	2	7.8	16	19	0	x	x	-9
Cc1cnc(Nc2nc3ccccc3o2)nc1C(=O)Nc1cccc(C(F)(F)F)c1	-4	-7	0.2	12	-7	-4	21	1	4
OC[C@H]1O[C@@H](c2nc(-c3ccc(Br)cc3)no2)C[C@@H]1O	0	-3	2.0	1	-12	x	-8	3	2
